High-throughput results as filed in PubChem.
iPSC survival up: enhancers of human iPSC single-cell survival; hiPSC single-cell survival, ATPlite luminescence; 100% = ROCK inhibitor wells, 0% = DMSO; survival enhancement, % at 20 µM; 360,000 compounds, 0.044% hits; in the data active = survival enhancement above about 18%;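 note: cells exposed to compounds for 16 hours before the ATP read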
Peg3 prom inh: inhibitors of Peg3 promoter; HeLa PEG-Prom luciferase reporter, luminescence, overnight; 360,000 compounds, 1.7% hits; inhibition, % at 20 µM;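 active = inhibition of at least 50% at 20 µM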
NR2E3 ag-1: activates human NR2E3 receptor; inhibition of corepressor binding, % at 3.98 µM; 360,000 compounds, 0.35% hits; CHO-S Gal4-NCOR/VP16-NR2E3 two-hybrid, luciferase; AID 602229; Q9Y5X4;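 active = inhibition above the mean of all tested compounds plus 3 SD, cut at about 70% in these data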;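 note: 0% = DMSO with NR2E3 transfected cells and 100% = cells lacking NR2E3 construct; higher means lower luciferase signal from less NR2E3 corepressor binding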
Target sequence (Q9Y5X4 whole entry, looked up, the tested form may be a part): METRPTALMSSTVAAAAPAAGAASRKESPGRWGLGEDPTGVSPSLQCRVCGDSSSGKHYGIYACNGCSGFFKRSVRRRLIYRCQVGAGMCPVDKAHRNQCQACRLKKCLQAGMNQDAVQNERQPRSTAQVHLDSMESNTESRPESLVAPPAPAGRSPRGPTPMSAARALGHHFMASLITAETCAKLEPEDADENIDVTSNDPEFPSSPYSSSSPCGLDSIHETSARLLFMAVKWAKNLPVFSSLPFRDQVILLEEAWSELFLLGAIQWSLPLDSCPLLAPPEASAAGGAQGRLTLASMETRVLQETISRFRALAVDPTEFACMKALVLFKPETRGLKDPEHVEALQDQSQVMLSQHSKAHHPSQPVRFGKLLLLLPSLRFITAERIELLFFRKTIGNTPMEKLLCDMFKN
H9c2 protect: modulators protecting cardiomyocytes from myocardial damage. AID 588492. protection from H2O2 cell death, % at 20 µM. H9c2 cardiomyocytes, H2O2 injury protection, ATPLite, 2 h. 360,000 compounds, 0.63% hits;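 active = compounds giving at least 50% protection of heart cells from peroxide-induced death in the single-dose screen, raw or plate-pattern-corrected value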;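 note: 0% = DMSO wells with peroxide and 100% = DMSO wells without peroxide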
PDI inh: inhibitors of human protein disulfide isomerase. 350,000 compounds, 0.052% hits. AID 588391. PDI insulin aggregation turbidity, A650, 90 min. inhibition, % at 10 µM. P07237;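 active = mean inhibition across replicates of 30% or more, whatever share of single replicates reach that level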;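 note: absorbance from insulin aggregation driven by PDI reduction with DTT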
Target sequence (P07237 whole entry, looked up): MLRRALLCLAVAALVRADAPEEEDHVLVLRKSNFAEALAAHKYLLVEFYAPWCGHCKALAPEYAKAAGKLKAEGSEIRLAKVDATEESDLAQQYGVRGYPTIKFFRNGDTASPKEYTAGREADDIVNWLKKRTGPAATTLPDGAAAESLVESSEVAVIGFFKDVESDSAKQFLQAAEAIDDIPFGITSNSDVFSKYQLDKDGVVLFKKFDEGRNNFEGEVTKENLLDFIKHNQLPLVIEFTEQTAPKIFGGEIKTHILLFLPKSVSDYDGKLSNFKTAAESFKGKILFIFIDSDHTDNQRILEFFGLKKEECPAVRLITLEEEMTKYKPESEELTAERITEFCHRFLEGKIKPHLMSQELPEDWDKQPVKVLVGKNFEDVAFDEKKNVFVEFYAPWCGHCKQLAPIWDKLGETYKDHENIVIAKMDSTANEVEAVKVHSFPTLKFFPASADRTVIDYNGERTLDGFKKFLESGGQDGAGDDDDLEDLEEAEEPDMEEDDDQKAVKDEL
MITF TRPM1 inh: inhibitors of MITF-driven TRPM1 promoter in melanoma cells | SK-MEL-5 TRPM1 promoter luciferase, 24 h | inhibition, % at 12.5 µM | 330,000 compounds, 0.83% hits;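 active = mean inhibition across replicates of 60% or more, whatever share of single replicates reaches that level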; note: values of inactives mirror those of a sister screen read the other way
NR2E3 ag-2: activates human photoreceptor nuclear receptor NR2E3. GST-NR2E3/biotin-RetCOR TR-FRET, 1536-well. inhibition of corepressor binding, % at 4.78 µM. 320,000 compounds, 0.12% hits. AID 2300;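 active = percent inhibition above the cutoff of mean plus 3 SD of all tested compounds, set per screening campaign, cut at about 20% in these data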;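 note: 0% = DMSO wells and 100% = biotin wells as full block of FRET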
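Material – GST-tagged NR2E3 plus biotinylated RetCOR corepressor · Quantity – NR2E3 fusion 1.35 nM · Times – 5 h incubation at 4 °C · Medium – pH 7.5 Tris-based buffer · Technique – TR-FRET, Eu(K)-anti-GST donor, streptavidin-D2 acceptor, ex 340, em 617/671 nm · Benchmarks – high control biotin, low control 0.6% DMSO · Format – 1536-well plates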
HIF-2a inh: inhibitors of HIF-2a; 786-0 RCC cells HIF-2a reporter, luciferase luminescence, overnight; inhibition, % at 18.8 µM; 360,000 compounds, 0.72% hits;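 active = inhibition of the luminescence signal of 40% or more relative to plate controls, in a single-dose primary screen at 18.75 µM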
CaV13 FRET inh: Primary screen for inhibitors of IQ motif and Ca2+-dependent inactivation inhibitor domain binding in CACNA1D, Förster resonance energy transfer in living cells, … | HEK cells, CFP/YFP FRET ICDI-IQ, plate reader, 10 min; percent FRET-ratio fall versus neutral wells | inhibition, % at 12.3 µM | 340,000 compounds, 0.098% hits;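 active = mean replicate inhibition of at least 30% and at least 1% of replicates passing that level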;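 note: 0% = median of the neutral control wells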
Shn3 3UTR inh: inhibitors of Schnurri-3 3'UTR reporter in osteoblasts; 360,000 compounds, 0.52% hits; AID 588674; inhibition, % at 12.5 µM; Clone20 osteoblast Shn3 3'UTR firefly luciferase, 24 h;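 active = mean inhibition of at least 75% with every replicate also reaching 75%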;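 note: 0% = median of neutral control wells and 100% = pilot-screen positive control compound; some compounds past the cut are filed as inactive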
m5-HT2A agonist: activates the mouse 5-HT2A serotonin receptor; CHO-K1 mHTR2A beta-arrestin complementation, luminescence; percent of 30 µM serotonin response; activation, % at 7.6 µM; 360,000 compounds, 0.66% hits;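 active = activation above a run cutoff, the mean activation of all tested compounds plus 3 SD, cut at about 14% in these data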;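 note: 0% = plate median of compound wells and 100% = 30 µM serotonin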
Numbers without * were called inactive.

Results for COc1ccccc1CC(NC(C)=O)C(=O)NC1CCN(C(=O)Nc2ccc(F)cc2)CC1 (stereo not given) ?
iPSC survival up: 1.8; Peg3 prom inh: 5; NR2E3 ag-1: -9; H9c2 protect: -2; PDI inh: -4; MITF TRPM1 inh: 5; NR2E3 ag-2: -2; HIF-2a inh: 13; CaV13 FRET inh: -4; Shn3 3UTR inh: -10; m5-HT2A agonist: 4

Results for COC(=O)c1ccc(CSc2ccccc2C)o1 ?
iPSC survival up: -1.2; Peg3 prom inh: -7; NR2E3 ag-1: -5; H9c2 protect: 2; PDI inh: 4; MITF TRPM1 inh: 4; NR2E3 ag-2: -2; HIF-2a inh: -35; CaV13 FRET inh: -6; Shn3 3UTR inh: 14; m5-HT2A agonist: 0

What do the screens show for `CC1CC(C(=O)Nc2ccccc2)C(=O)O1` (stereo not given)?
iPSC survival up: -0.2; Peg3 prom inh: -4; NR2E3 ag-1: -17; H9c2 protect: 3; PDI inh: 0; MITF TRPM1 inh: -1; NR2E3 ag-2: -1; HIF-2a inh: 13; CaV13 FRET inh: -19; Shn3 3UTR inh: -11; m5-HT2A agonist: 3

How did CC(C)(O)[C@@H]1Cc2c(ccc3ccc(=O)oc23)O1 do in these assays?
iPSC survival up: 0.6; Peg3 prom inh: 0; NR2E3 ag-1: -38; H9c2 protect: 6; PDI inh: -2; MITF TRPM1 inh: -4; NR2E3 ag-2: 5; HIF-2a inh: -4; CaV13 FRET inh: -11; Shn3 3UTR inh: -6; m5-HT2A agonist: -4

What do the screens show for `CNCC(O)COc1ccccc1` (stereo not given)?
iPSC survival up: -1.6; Peg3 prom inh: 5; NR2E3 ag-1: 1; H9c2 protect: 2; PDI inh: -9; MITF TRPM1 inh: 2; NR2E3 ag-2: -2; HIF-2a inh: 5; CaV13 FRET inh: -6; Shn3 3UTR inh: 4; m5-HT2A agonist: -1

How did CCc1noc(C)c1C(=O)NCCc1ccc(S(N)(=O)=O)cc1 do in these assays?
iPSC survival up: -0.2; Peg3 prom inh: -30; NR2E3 ag-1: 10; H9c2 protect: 0; PDI inh: 4; MITF TRPM1 inh: -7; NR2E3 ag-2: 5; HIF-2a inh: -2; CaV13 FRET inh: -7; Shn3 3UTR inh: -3; m5-HT2A agonist: 13

How did COC(CC(=O)NNC(=S)Nc1ccccc1)OC do in these assays?
iPSC survival up: -1.1; Peg3 prom inh: -24; NR2E3 ag-1: 1; H9c2 protect: 4; PDI inh: -24; MITF TRPM1 inh: 11; NR2E3 ag-2: -3; HIF-2a inh: -6; CaV13 FRET inh: -2; Shn3 3UTR inh: -1; m5-HT2A agonist: -1

How did COc1ccc(N2CCN(C(=O)C3Cc4ccccc4CN3C(=O)c3ccccc3)CC2)cc1 (stereo not given) do in these assays?
iPSC survival up: -1.0; Peg3 prom inh: -126; NR2E3 ag-1: -36; H9c2 protect: 24; PDI inh: 3; MITF TRPM1 inh: -46; NR2E3 ag-2: -2; HIF-2a inh: -163; CaV13 FRET inh: -1; Shn3 3UTR inh: -50; m5-HT2A agonist: 1

What do the screens show for `Cc1ccc2cc(C#N)c(N3CCN(C(=O)c4cccs4)CC3)nc2c1`?
iPSC survival up: -0.5; Peg3 prom inh: 40; NR2E3 ag-1: 2; H9c2 protect: 58*; PDI inh: 2; MITF TRPM1 inh: 16; NR2E3 ag-2: -7; HIF-2a inh: 13; CaV13 FRET inh: -19; Shn3 3UTR inh: 3; m5-HT2A agonist: -4

What do the screens show for `CN(C(=O)COC(=O)c1ccc2[nH]c3c(c2c1)CCCC3)C1CCS(=O)(=O)C1` (stereo not given)?
iPSC survival up: -0.9; Peg3 prom inh: -17; NR2E3 ag-1: 8; H9c2 protect: 0; PDI inh: 9; MITF TRPM1 inh: -3; NR2E3 ag-2: -5; HIF-2a inh: -3; CaV13 FRET inh: -4; Shn3 3UTR inh: -5; m5-HT2A agonist: 0

How did CC(CCN1CCC(n2nccc2NC(=O)c2ccccc2Cl)CC1)c1ccccc1 (stereo not given) do in these assays?
iPSC survival up: 0.2; Peg3 prom inh: -3; NR2E3 ag-1: 1; H9c2 protect: 1; PDI inh: -2; MITF TRPM1 inh: -4; NR2E3 ag-2: 2; HIF-2a inh: 15; CaV13 FRET inh: -6; Shn3 3UTR inh: 3; m5-HT2A agonist: -11

What do the screens show for `CNc1nc(Oc2ccc(=O)n(C)n2)nc(N2CCOCC2)n1`?
iPSC survival up: 2.8; Peg3 prom inh: 5; NR2E3 ag-1: -4; H9c2 protect: 1; PDI inh: 22; MITF TRPM1 inh: 9; NR2E3 ag-2: 2; HIF-2a inh: 17; Shn3 3UTR inh: 1; m5-HT2A agonist: 2

How did COc1ccc(OC2OC3COC(c4ccco4)OC3C(O)C2NC(C)=O)cc1 (stereo not given) do in these assays?
iPSC survival up: 2.4; Peg3 prom inh: 13; NR2E3 ag-1: 20; H9c2 protect: 3; PDI inh: 3; MITF TRPM1 inh: 5; NR2E3 ag-2: 8; HIF-2a inh: -2; CaV13 FRET inh: -5; Shn3 3UTR inh: 8; m5-HT2A agonist: -2

Results for Cc1cc(C)c(NC(=O)CS(=O)CC(=O)N2CCN(c3ccccc3)CC2)c(C)c1 (stereo not given) ?
iPSC survival up: 0.7; Peg3 prom inh: 16; NR2E3 ag-1: 14; H9c2 protect: 1; PDI inh: -3; MITF TRPM1 inh: 9; NR2E3 ag-2: 1; HIF-2a inh: 19; CaV13 FRET inh: -7; Shn3 3UTR inh: 39; m5-HT2A agonist: 5

Results for Cc1cc(=O)n2c3ccccc3n(CC(O)CN3CCCC3)c2c1C#N (stereo not given) ?
iPSC survival up: -0.2; Peg3 prom inh: 9; NR2E3 ag-1: -5; H9c2 protect: 25; PDI inh: 12; MITF TRPM1 inh: -12; NR2E3 ag-2: 2; HIF-2a inh: -5; CaV13 FRET inh: -8; Shn3 3UTR inh: 3; m5-HT2A agonist: 6

Results for CCCN(CCC)Cc1c(C(=O)N/N=C/c2ccc(Br)cc2)nnn1-c1nonc1N ?
iPSC survival up: -0.6; Peg3 prom inh: 30; NR2E3 ag-1: -17; H9c2 protect: -3; PDI inh: -3; MITF TRPM1 inh: 6; NR2E3 ag-2: -1; HIF-2a inh: 10; CaV13 FRET inh: -3; Shn3 3UTR inh: -7; m5-HT2A agonist: -5

What do the screens show for `CC(=O)Nc1ccc(NC(=O)N(c2ccccc2)c2ccccc2)cc1`?
iPSC survival up: -0.1; Peg3 prom inh: 5; NR2E3 ag-1: -21; H9c2 protect: 6; PDI inh: 4; MITF TRPM1 inh: -9; NR2E3 ag-2: 0; HIF-2a inh: 1; CaV13 FRET inh: -5; Shn3 3UTR inh: -12; m5-HT2A agonist: 6

What do the screens show for `COc1ccc(C(=O)O)cc1S(=O)(=O)Nc1ccc2cn[nH]c2c1`?
iPSC survival up: 11; Peg3 prom inh: 6; NR2E3 ag-1: -22; H9c2 protect: 8; PDI inh: 6; MITF TRPM1 inh: 24; HIF-2a inh: 21; CaV13 FRET inh: -6; Shn3 3UTR inh: -17; m5-HT2A agonist: 4

How did COc1ccccc1C(=O)NC(=O)COC(=O)c1nc(Cl)ccc1Cl do in these assays?
iPSC survival up: 0.0; Peg3 prom inh: 1; NR2E3 ag-1: -17; H9c2 protect: 3; PDI inh: 4; MITF TRPM1 inh: -2; NR2E3 ag-2: -1; HIF-2a inh: 5; CaV13 FRET inh: -1; Shn3 3UTR inh: 6; m5-HT2A agonist: 8

How did CC12CCC3C(CCC4N(CCO)CCC34C)C1CCC2O (stereo not given) do in these assays?
iPSC survival up: -0.5; Peg3 prom inh: 1; NR2E3 ag-1: 2; H9c2 protect: 6; PDI inh: -10; MITF TRPM1 inh: -2; NR2E3 ag-2: 0; HIF-2a inh: 22; CaV13 FRET inh: -3; Shn3 3UTR inh: -33; m5-HT2A agonist: -1

The list goes on; it opens with the 3 that closed the last part.
What do the screens show for `COc1ccc(C(=O)O)cc1S(=O)(=O)Nc1ccc2cn[nH]c2c1`?
iPSC survival up: 11; Peg3 prom inh: 6; NR2E3 ag-1: -22; H9c2 protect: 8; PDI inh: 6; MITF TRPM1 inh: 24; HIF-2a inh: 21; CaV13 FRET inh: -6; Shn3 3UTR inh: -17; m5-HT2A agonist: 4

How did COc1ccccc1C(=O)NC(=O)COC(=O)c1nc(Cl)ccc1Cl do in these assays?
iPSC survival up: 0.0; Peg3 prom inh: 1; NR2E3 ag-1: -17; H9c2 protect: 3; PDI inh: 4; MITF TRPM1 inh: -2; NR2E3 ag-2: -1; HIF-2a inh: 5; CaV13 FRET inh: -1; Shn3 3UTR inh: 6; m5-HT2A agonist: 8

How did CC12CCC3C(CCC4N(CCO)CCC34C)C1CCC2O (stereo not given) do in these assays?
iPSC survival up: -0.5; Peg3 prom inh: 1; NR2E3 ag-1: 2; H9c2 protect: 6; PDI inh: -10; MITF TRPM1 inh: -2; NR2E3 ag-2: 0; HIF-2a inh: 22; CaV13 FRET inh: -3; Shn3 3UTR inh: -33; m5-HT2A agonist: -1

How did O=C(Nn1cnc2ccccc2c1=O)c1ccc(Cl)c([N+](=O)[O-])c1 do in these assays?
iPSC survival up: -0.1; Peg3 prom inh: 12; NR2E3 ag-1: -17; H9c2 protect: 5; PDI inh: -1; MITF TRPM1 inh: -7; NR2E3 ag-2: 1; HIF-2a inh: -3; CaV13 FRET inh: -3; Shn3 3UTR inh: -3; m5-HT2A agonist: -2

Results for COc1ccc(-c2ccc(CCC(=O)O)n2C(C)C)cc1 ?
iPSC survival up: 0.5; Peg3 prom inh: -14; NR2E3 ag-1: -62; H9c2 protect: 4; PDI inh: 3; MITF TRPM1 inh: 15; NR2E3 ag-2: 3; HIF-2a inh: -3; CaV13 FRET inh: -5; Shn3 3UTR inh: -9; m5-HT2A agonist: -1

What do the screens show for `COc1ccccc1OCCC(=O)OCC(=O)Nc1cccc(Br)c1`?
iPSC survival up: 1.8; Peg3 prom inh: 6; NR2E3 ag-1: 8; H9c2 protect: 3; PDI inh: 7; MITF TRPM1 inh: 1; NR2E3 ag-2: 1; HIF-2a inh: 15; CaV13 FRET inh: -5; Shn3 3UTR inh: 7; m5-HT2A agonist: -5

Results for COc1cc(Br)c(CNc2cc(C)ccc2C)cc1OC ?
iPSC survival up: 6.7; Peg3 prom inh: 37; NR2E3 ag-1: 1; H9c2 protect: -17; PDI inh: -2; MITF TRPM1 inh: 9; NR2E3 ag-2: -2; HIF-2a inh: 19; CaV13 FRET inh: -19; Shn3 3UTR inh: 7; m5-HT2A agonist: -1
